hIAP activ: human IAP activation; purified human IAP, CDP-Star luminescence, 30 min; hits give high values; 1 = vehicle-only enzyme, 0 = enzyme-free background; activation factor at 10 µM; 330,000 compounds, 0.16% hits; AID 2524;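 active means activation factor of the enzyme at least 2-fold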; further: the source names both 10 and 20 µM as test concentration; values of inactives mirror those of a sister screen read the other way
Target sequence (P09923 whole entry, looked up): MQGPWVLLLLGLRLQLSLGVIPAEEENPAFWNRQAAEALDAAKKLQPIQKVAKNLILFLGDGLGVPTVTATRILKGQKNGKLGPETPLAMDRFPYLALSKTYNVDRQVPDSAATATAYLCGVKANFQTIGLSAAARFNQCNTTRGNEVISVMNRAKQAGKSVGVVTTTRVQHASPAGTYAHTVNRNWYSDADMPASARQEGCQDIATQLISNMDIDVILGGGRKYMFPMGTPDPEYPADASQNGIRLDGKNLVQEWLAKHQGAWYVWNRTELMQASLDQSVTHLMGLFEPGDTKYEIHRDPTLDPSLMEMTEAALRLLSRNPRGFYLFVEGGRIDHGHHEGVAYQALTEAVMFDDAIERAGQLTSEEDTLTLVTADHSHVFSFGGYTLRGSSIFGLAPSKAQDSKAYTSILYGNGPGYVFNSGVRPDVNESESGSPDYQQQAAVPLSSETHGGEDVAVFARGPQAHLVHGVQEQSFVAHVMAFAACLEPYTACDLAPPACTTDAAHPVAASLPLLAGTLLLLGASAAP
mIAP activ: mouse IAP activation; muIAP, CDP-Star luminescence, 30 min; hits give high values; 1 = vehicle-only enzyme signal, 0 = enzyme-free wells; activation factor at 10 µM; 330,000 compounds, 0.24% hits; AID 2805;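 active means activation factor of at least 2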; further: the source names both 10 and 20 µM as test concentration; values of inactives mirror those of a sister screen read the other way
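System: mouse IAP enzyme. Reagent: CDP-Star chemiluminescent phosphatase substrate. Benchmarks: DMSO wells, no-enzyme wells. Times: 30 min enzyme-substrate-compound incubation at room temperature. Detection: luminescence from enzymatic CDP-Star hydrolysis. Doses: test compounds delivered from DMSO solution.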
MIN6 prolif: induces beta-cell replication in MIN6 cells; proliferation, % at 10 µM; 330,000 compounds, 0.29% hits; MIN6 cells proliferation, ATPlite luminescence, 48 h; cells starved in 0.2% serum; 100% = growth in 10% serum;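 active means compounds whose signal lies at least 3.5 SD above the mean of all wells on their plate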;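 further: 0% = DMSO-treated cells in low-serum medium and 100% = 10% serum control; some compounds called inactive have numbers as strong as hits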
mIAP inh: blocks mouse intestinal alkaline phosphatase; 330,000 compounds, 0.2% hits; inhibition, % at 10 µM; purified mouse IAP, CDP-Star luminescence, 30 min;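 active means inhibition of at least 40% at 10 µM in the primary screen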;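 further: plate controls were DMSO with enzyme for no effect and no enzyme wells for full effect; values of inactives mirror those of a sister screen read the other way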
MPTP inh: blocks calcium-induced mitochondrial swelling | isolated mouse mitochondria, Ca2+ swelling absorbance, 30 min | 360,000 compounds, 1.4% hits | inhibition, % at 10 µM | AID 602449;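 active means inhibition of 50% or more, scaled per plate between neutral and stimulator controls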;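 further: 0% = DMSO wells given calcium and 100% = 1 mM EGTA wells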
hIAP inh: blocks human intestinal alkaline phosphatase; inhibition, % at 10 µM; P09923; 330,000 compounds, 0.12% hits; purified IAP, CDP-Star luminescence, 30 min;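 active means inhibition reaching a set limit with compound at 10 µM in the primary screen, cut at about 35% in these data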;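 further: plate controls were DMSO wells with enzyme for no effect and no-enzyme buffer wells for full effect; values of inactives mirror those of a sister screen read the other way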
APOBEC3A inh: human APOBEC3A DNA deaminase inhibition; P31941; recombinant A3A, FAM/TAMRA ssDNA deamination fluorescence; inhibition, % at 20 µM; 330,000 compounds, 0.41% hits; AID 493011;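 active means at least 40% inhibition at 20 µM here, with at most 30% in a related deaminase screen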;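 further: plate controls were A3A with DMSO for no effect and wells lacking A3A enzyme for full effect; some results filed as inactive read as strong as hits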
APOBEC3G inh: blocks human APOBEC3G single-stranded DNA deamination. Q9HC16. recombinant A3G, ssDNA deamination FAM/TAMRA fluorescence. inhibition, % at 20 µM. 330,000 compounds, 0.28% hits. AID 493012;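 active means inhibition of at least 40% at 20 µM, with no more than 30% in the related APOBEC3A deaminase screen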;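 further: plate controls were DMSO wells with A3G for no effect and wells lacking A3G enzyme for full effect; some compounds called inactive have numbers as strong as hits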
Target sequence (Q9HC16 whole entry, looked up): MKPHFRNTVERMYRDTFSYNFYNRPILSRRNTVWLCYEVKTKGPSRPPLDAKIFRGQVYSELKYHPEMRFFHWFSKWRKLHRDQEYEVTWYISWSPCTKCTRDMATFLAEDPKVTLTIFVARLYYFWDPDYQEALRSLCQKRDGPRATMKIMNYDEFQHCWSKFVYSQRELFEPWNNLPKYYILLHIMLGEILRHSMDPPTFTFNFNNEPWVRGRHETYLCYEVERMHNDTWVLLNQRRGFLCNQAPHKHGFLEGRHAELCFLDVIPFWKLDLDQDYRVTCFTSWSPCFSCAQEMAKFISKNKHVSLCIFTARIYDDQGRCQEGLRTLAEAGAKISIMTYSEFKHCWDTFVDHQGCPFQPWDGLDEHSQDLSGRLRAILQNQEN
GRIN3A LBD mod: modulates the human NR3A ligand-binding domain; NR3A LBD differential scanning fluorimetry, Tm shift; 0% = protein alone, 100% = glycine-bound protein; Tm shift relative to glycine control, % at 25 µM; 340,000 compounds, 2.5% hits; AID 1259313;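 active means melting temperature shift of at least 10% of the positive control shift, at one fixed dose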
The depositor's hits bear a star.

SMILES	hIAP activ	mIAP activ	MIN6 prolif	mIAP inh	MPTP inh	hIAP inh	APOBEC3A inh	APOBEC3G inh	GRIN3A LBD mod
CC(OC(=O)c1ccc(NC(=O)CC#N)cc1)C(=O)NCCC1=CCCCC1 (stereo unspecified)	0.92	0.95	-1	5	0.6	8	-2	-6	-1
Cc1ccc(CNC(=O)C2CCC(=O)N2C2CCCCC2)cc1 (stereo unspecified)	0.91	1	3	-5	-0.2	9	-1	-5	0
Cc1ccc(NC(=O)c2ccc(Cl)cc2Cl)cc1O	0.98	0.9	-5	10	2.7	2	4	-5	-2
COc1ccccc1C(=O)N=c1sc2c(C)ccc(OC)c2n1C	1	1	-1	-2	2.5	-2	4	-1	1
COc1ccc(-c2nnc(SCC(=O)Nc3ccccc3)n2C)cc1	1.1	1.1	-2	-7	-0.9	-7	-4	-1	2
COc1ccc(COCC(CC(C)C)N2CCN(C(=O)c3cccc(C(F)(F)F)c3)CCC2=O)cc1 (stereo unspecified)	1.2	1.1	-6	-6	0.7	-25	-6	-16	1
COc1ccc(S(=O)(=O)NCCC(=O)NC(C)c2ccccc2)cc1 (stereo unspecified)	0.81	1	-1	-1	-3.2	20	0	-4	-1
O=C(Cc1ccc(-c2ccccc2)cc1)NCc1ccccc1	0.97	0.97	0	3	2.1	3	-4	-13	-10
COC(=O)c1c(NC(=O)CSc2ccccc2N)sc(C)c1C	0.85	0.97	2	3	-4.4	15	1	4	-7
Cc1ccc(NS(=O)(=O)c2cccc(C(=O)O)c2)cc1S(=O)(=O)N1CCOCC1	1.1	0.96	-3	4	-0.1	-9	5	0	0
O=C(NC1(C(F)(F)F)NC(=O)N(c2ccc(F)c(Cl)c2)C1=O)c1ccncc1 (stereo unspecified)	0.9	1	4	-4	-1.3	10	-1	-3	-3
CC1CCN(C(=O)CSc2n[nH]c(-c3cccs3)n2)CC1	1.1	0.97	-3	3	-0.6	-7	3	-1	1
COC(=O)Cc1ccc(OCc2ccc(Cl)nc2)cc1	0.9	1.1	0	-9	-0.7	10	1	15	-1
COc1ccc(CNC(=S)N/N=C(\C)c2ccc(OC)cc2)cc1	1.1	1	-7	-2	4.3	-10	0	-5	0
O=C(CNC(=O)c1ccc2c(c1)OCO2)NCc1cccs1	1.1	1.1	1	-8	0.1	-7	-3	-4	1
O=C(CN1C(=O)S/C(=C\c2ccc(C(=O)O)cc2)C1=O)Nc1ccccc1	1.1	1.1	-1	-14	-0.6	-14	-7	-1	2
CC(=O)Oc1cc2c(C(=O)NCc3ccncc3)c(C)oc2c2ccccc12	0.82	1.1	-4	-6	0.6	18	-7	-8	-3
O=c1c2cnn(-c3ccc(F)cc3)c2ncn1Cc1cccnc1	1.1	1	1	-1	-8.2	-15	6	3	0
CCCC(=O)Nc1ccc(OCC(=O)OC)cc1	0.91	0.99	0	1	12	9	1	0	-3
O=C(NC(c1ccccc1)c1ccccc1)c1cccc(S(=O)(=O)NCc2ccccc2)c1	1.1	0.93	-7	7	5.0	-5	-5	-6	-1
O=S1(=O)CC2NC(=S)N(c3cccc(Br)c3)C2C1 (stereo unspecified)	1.1	1	1	-1	0.6	-8	-1	-2	1
O=c1[nH]c2ccc(Cl)cc2c(-c2ccccc2)c1[N+](=O)[O-]	0.96	0.95	-6	5	1.6	4	-4	-5	-8
O=C(c1ccco1)N1CCN(C(=O)C2CC(c3ccccc3F)=NO2)CC1 (stereo unspecified)	1	0.94	1	6	-0.9	-2	-1	-2	0
S=C(NCCc1ccccn1)Nc1cc(Cl)cc(Cl)c1	1.3	1.8	-3	-85	60*	-25	-7	-4	-10
CC1(C)CC(=O)C2=C(C1)Nc1ccccc1NC2c1ccc(F)cc1 (stereo unspecified)	0.73	0.95	-3	5	1.2	26	-1	9	-4
CCc1ccc(/C(C)=N/NC(=O)C(O)c2ccccc2)s1 (stereo unspecified)	1.1	1.1	0	-7	2.0	-13	-7	0	2
CCC(=O)N1C(Cc2ccccc2)COC1(C)C (stereo unspecified)	0.95	1.2	0	-23	3.5	5	-4	-6	-1
COc1c(Br)cc(Br)cc1C(=O)Nc1ccccc1N1CCCC1	0.89	0.94	-5	6	-0.4	11	-3	-7	-1
COc1cccc(Nc2nc(-c3ccccc3)nc3ccccc23)c1	0.84	0.94	-7	6	3.3	16	-5	-8	37*
O=C(Cc1ccccc1)NC(NCCCN1CCOCC1)(C(F)(F)F)C(F)(F)F	1	0.93	1	7	-2.5	0	-1	-3	1
O=C(NC1CCc2ccccc21)C1CCN(S(=O)(=O)c2ccc(-n3cnnn3)cc2)CC1 (stereo unspecified)	1.2	1.2	-4	-20	-0.1	-19	-6	-6	1
Nc1c(C(=O)NCCc2ccccc2)nnn1Cc1ccc(Br)cc1F	1.1	1.1	0	-8	0.9	-5	-4	-5	-4
Nc1nonc1-n1nnc(C(=O)N/N=C/C2CCCCC2)c1-c1ccccc1	1	0.94	0	6	-1.5	-2	-5	-5	1
Cc1ccc(C)c(Oc2ccc(S(=O)(=O)N3CCN(C)CC3)cn2)c1	0.99	1	-2	0	-0.6	1	-5	-5	0
COc1cccc(OC)c1C(=O)NC(C)CCc1ccccc1 (stereo unspecified)	0.79	0.89	-2	11	0.5	21	-3	-5	2
O=C(Cn1cc2c(n1)CCCC2)NCc1cccs1	0.87	0.95	5	5	0.2	13	-2	2	-3

Brought forward from above: 2 entries, followed by the next part.
SMILES	hIAP activ	mIAP activ	MIN6 prolif	mIAP inh	MPTP inh	hIAP inh	APOBEC3A inh	APOBEC3G inh	GRIN3A LBD mod
COc1cccc(OC)c1C(=O)NC(C)CCc1ccccc1 (stereo unspecified)	0.79	0.89	-2	11	0.5	21	-3	-5	2
O=C(Cn1cc2c(n1)CCCC2)NCc1cccs1	0.87	0.95	5	5	0.2	13	-2	2	-3
O=C(O)COCC(=O)Nc1cc(C(F)(F)F)cc(C(F)(F)F)c1	0.89	1	-2	-1	1.8	11	0	-2	0
CN(CC(=O)Nc1ccc(N2CCOCC2)cc1)CC(=O)Nc1ccc(Cl)cc1[N+](=O)[O-]	1.4	0.97	0	3	1.0	-37	-3	-2	-4
COCCCNC(=O)CSc1nc2cc3c(cc2c(=O)n1CCCC(=O)NCc1ccc(OC)cc1)OCO3	1.1	0.87	-1	13	-1.5	-9	5	0	0
CC(C)c1ccc(NC(=O)C2CC(=O)N(C(C)C)C2)cc1 (stereo unspecified)	1.2	0.96	-1	4	-2.6	-20	-3	-3	0
CCN1C2OC3OC4C(OC3OC2N(CC)S1(=O)=O)N(CC)S(=O)(=O)N4CC (stereo unspecified)	0.98	1.1	0	-8	1.1	2	-1	-11	0
COc1cc(N=c2ssnc2Cl)cc(OC)c1	0.99	0.84	-3	16	-6.7	1	0	65*	8
O=C(COc1ccc2c(-c3ccccc3)cc(=O)oc2c1)Nc1cccnc1	0.88	1.1	-8	-5	85*	12	5	-12	0
COc1ccc(CNC(=O)C(c2ccco2)N(C(=O)c2snc(C(N)=O)c2N)c2cccc(OC)c2)cc1 (stereo unspecified)	1	0.96	-1	4	-3.0	0	2	-5	1
CCOc1ccc(/C=C(\C(=O)O)c2ccc(S(=O)(=O)N3CCCCC3)s2)cc1OC	0.79	0.96	3	4	1.3	21	5	-3	18*
On1onc2c3cc(-c4ccccc4)nc3ccc21	0.63	0.91	-7	9	101*	37*	0	-8	37*
O=C(O)c1ccccc1/C=N/Nc1ccc(S(=O)(=O)N2CCOCC2)cc1[N+](=O)[O-]	0.83	0.97	-1	3	-0.3	17	2	-1	-1
COc1ccccc1CNC(=O)c1nnc(Cc2ccc(Cl)cc2)o1	1	0.99	0	1	-0.8	0	-1	-7	-1
COc1ccc(NC(=O)CCNS(=O)(=O)c2cccc3nsnc23)cc1	0.96	1.1	-2	-6	-0.5	4	3	-1	1
CCOC(=O)C1CCN(C(=O)CSc2n[nH]c(=O)[nH]c2=O)CC1	1	0.99	-2	1	0.7	-3	1	-2	-1
COc1cc(CNc2ccc(N3CCOCC3)c(C(=O)O)c2)ccc1OCC(N)=O	1.2	0.99	-1	1	-1.4	-24	-3	-5	4
CN(Cc1ccccc1)c1ccc(C(=O)O)cc1[N+](=O)[O-]	0.89	0.92	-3	8	1.7	11	0	-4	2
CCC1CCCCN1S(=O)(=O)c1ccc(C(=O)Nc2nnc(C3=COCCO3)o2)cc1 (stereo unspecified)	1.4	0.9	-5	10	-0.7	-40	-2	-6	-3
CC1CC(=O)N(c2ccc(NCc3ccc(Cl)cc3)c([N+](=O)[O-])c2)C1=O (stereo unspecified)	0.88	0.89	0	11	8.3	12	1	-1	2
O=C1NN(c2ccccc2)C(=O)/C1=C/c1ccc(-c2cccc(C(=O)O)c2)o1	0.78	0.85	-4	15	1.2	22	25	1	-14
CCCOc1ccc(C(=O)N/N=C/c2ccc(-c3ccc(S(=O)(=O)Nc4ncccn4)cc3)o2)cc1	0.85	0.89	-2	11	-0.2	15	5	5	-7
NC(=O)c1ccsc1NC(=O)CSc1nnc(C2CC2)n1Cc1ccccc1	1.3	1.2	-3	-17	-0.8	-32	-6	-6	-1
O=C([C@@H]1Cc2ccccc2CN1)N1CCN(Cc2ccccc2)CC1	1.1	0.97	-2	3	0.6	-7	-2	-5	0
CCOC(=O)Cc1csc(SCC(=O)Nc2cccc(C#N)c2)n1	1	0.92	0	8	34	-2	-3	-6	0
CCCCCCCCCOC(=O)C1N2C(=O)[C@@H](NC(=O)COc3ccccc3)[C@H]2SC1(C)C (stereo partly specified)	0.83	0.91	-8	9	-1.2	17	-2	-7	0
CC(=Nc1ccccc1)C1=C(O)CC(C)(C)CC1=O	1.1	0.98	-3	2	-0.8	-7	1	0	0
COc1ccc(CCNC(=O)c2coc3ccccc3c2=O)cc1OC	0.96	1	4	-4	2.2	4	1	0	-1
COC(=O)c1cc(-c2ccccc2)sc1N	1.1	0.84	-2	16	-0.5	-7	-1	19	-20
CC(C)Oc1ccc(-c2cc(=O)[nH]c(=O)[nH]2)cc1	0.85	1	-2	-3	1.1	15	0	-5	0
O=S(=O)(NCc1csc(-c2cccs2)n1)c1ccccc1	1.1	0.94	5	6	2.1	-6	-4	-11	1
O=C(CCc1ccccc1)NNC(=O)C1CCCCC1	1.7	0.97	-2	3	-0.4	-67	-2	-2	2
COc1ccc(C(=O)Nc2cnn(Cc3ccc(Cl)cc3)c2)cc1OC	1	1	-1	0	-0.3	-3	-5	-3	-7
CCNC(=S)Nc1nc2c(cc1C(=O)OCC)CCCC2	0.98	0.87	2	13	-0.5	2	1	-4	-4
Cc1ccc(Oc2ncccc2/C=N/OCc2ccc(Cl)cc2Cl)cc1	1	0.94	-5	6	0.2	-3	2	-1	14*
CCOC(=O)Cc1cnc(NC(=O)CSc2nc3ncnc(N)c3[nH]2)s1	1.7	0.95	-3	5	-3.4	-66	-1	-7	-1
Cc1nn(-c2nnc(NC3CCCCC3)nn2)c(C)c1Br	0.91	1	-3	0	2.4	9	-5	-6	0
COc1ccc(Br)cc1/C=N/N1CCN(Cc2ccccc2Cl)CC1	0.66	0.91	-4	9	1.4	34	-2	-6	1

Single entries from the entries so far:
COc1ccc(Br)cc1/C=N/N1CCN(Cc2ccccc2Cl)CC1 – mIAP activ: 0.91
COc1ccc(CCNC(=O)c2coc3ccccc3c2=O)cc1OC – hIAP inh: 4
Cc1nn(-c2nnc(NC3CCCCC3)nn2)c(C)c1Br – MPTP inh: 2.4
